Rab7 wt GTP bind – alters GTP binding to wildtype dog Rab7. GST-Rab7 beads, fluorescent GTP binding, flow cytometry; actives lie on both sides; untreated = 100%, excess cold GTP = 0%. GTP binding activity (percent of control), % at 10 µM. 0.055% of 190,000 active;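 active means fluorescent GTP binding to Rab7 beads changed by at least 20 points from the 100% baseline, either direction, mostly lower; inconclusive means compound itself probably fluorescent, or too few beads counted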;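 further: median green fluorescence of bound Bodipy-FL-GTP per Rab7 bead population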
Pf gametocyte – P. falciparum stage V gametocyte viability inhibition | P. falciparum stage V gametocytes, ATP luminescence, 24 h | inhibition, % at 10.9 µM | 0.065% of 150,000 active | AID 743093;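 active means inhibition above the mean plus 3 SD of compounds within the control limits, set per campaign, cut at about 38% in these data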;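 further: 0% = DMSO wells and 100% = medium only without gametocytes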
Rab2A wt mod – changes GTP binding to wildtype dog Rab2A, up or down | AID 760 | 0.19% of 190,000 active | GTP binding activity, % at 10 µM | P61105 | GST-Rab2 wt beads, Bodipy-GTP binding, flow cytometry;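 active means GTP binding activity at least 20 points away from 100%, either lowered or raised; inconclusive means signal likely due to the compound's own green fluorescence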;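 further: 0% = beads with excess unlabeled GTP and 100% = no-compound control corrected for plate trend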
Rac1 wt modul – human Rac1 wildtype GTP binding, inhibitors and activators; P63000; GST-Rac1 beads, fluorescent GTP binding, flow cytometry; actives lie on both sides; 0 = cold GTP competed, 100 = untreated; GTP binding activity (% of control), % at 10 µM; 0.27% of 190,000 active; AID 757;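 active means GTP binding activity at least 20 points away from the 100% control level, either lower or higher; inconclusive means compound flagged as likely green fluorescent, judged across all proteins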
Mcl1-Bid inh – Mcl-1/Bid interaction inhibition; inhibition, % at 21.7 µM; 0.97% of 220,000 active; TR-FRET Mcl-1/Bid-Dy647 peptide binding, 1536-well;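 active means compounds that cut the binding signal by more than half at the single screening dose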;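 further: His-tagged Mcl-1 with europium anti-His antibody binding Bid BH3 peptide; 0% = Mcl-1 plus peptide wells and 100% = peptide-only wells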
Target sequence (Q07820 whole entry, looked up): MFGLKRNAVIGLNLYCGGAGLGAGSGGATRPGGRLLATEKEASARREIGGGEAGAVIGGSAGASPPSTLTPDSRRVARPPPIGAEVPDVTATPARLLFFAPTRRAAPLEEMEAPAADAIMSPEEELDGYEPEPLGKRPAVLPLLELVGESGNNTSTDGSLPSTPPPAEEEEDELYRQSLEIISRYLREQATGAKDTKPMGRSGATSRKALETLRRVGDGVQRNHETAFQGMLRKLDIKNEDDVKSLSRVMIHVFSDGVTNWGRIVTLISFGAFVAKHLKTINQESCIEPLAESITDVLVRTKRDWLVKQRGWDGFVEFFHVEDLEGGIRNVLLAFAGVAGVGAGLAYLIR
Avidin fluor – compound fluoresces at 488/530 nm on avidin beads; fluorescence (KMESF) at 10 µM; 0.38% of 220,000 active; AID 1775; compound fluorescence 488/530 nm, flow cytometry; stronger effect = higher value; in the data active means fluorescence above about 47; further: inactives centre near 10
HRas wt GTP bind – human HRas wildtype GTP binding, change in either direction. GTP binding activity, % at 10 µM. 0.14% of 190,000 active. GST-Ras wt beads, Bodipy-FL-GTP binding, flow cytometry; actives lie on both sides. AID 759;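 active means GTP binding activity at least 20% away from the 100% baseline, either lowered as inhibitor or raised as activator; inconclusive means flagged as likely green fluorescent, judged across all proteins in the well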;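 further: 0% = unlabeled GTP competition control and 100% = no-compound control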
Target sequence (P01112 whole entry, looked up): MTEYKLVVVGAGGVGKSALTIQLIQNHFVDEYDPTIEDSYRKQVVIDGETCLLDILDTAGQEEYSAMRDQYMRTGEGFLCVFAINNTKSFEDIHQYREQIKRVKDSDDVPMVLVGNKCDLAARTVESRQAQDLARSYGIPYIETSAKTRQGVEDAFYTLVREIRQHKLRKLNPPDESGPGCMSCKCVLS
GSH bead fluor – compound fluoresces at 488/530 nm on GSH beads; GSH beads flow cytometry, compound fluorescence 488/530 nm; stronger effect = higher value; fluorescence (KMESF) at 10 µM; 0.25% of 190,000 active; AID 1776; in the data active means fluorescence above about 89;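 further: glutathione beads carrying GST-tagged Bcl family fusion proteins plus one bare bead set; values are compound well signal with DMSO vehicle wells as background; inactives centre near 16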
Rac1 mut GTP – modulators of GTP binding to human Rac1 activated mutant. P63000. GST-Rac1 activated beads, fluorescent GTP binding, flow cytometry; actives lie on both sides; 100% means binding = to untreated wells. percent activity (GTP binding), % at 10 µM. 0.11% of 190,000 active. AID 764;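 active means GTP binding at least 20 percentage points away from the 100% baseline, in either direction, so actives lie on both sides; inconclusive means Compound likely fluorescent itself, or too few beads counted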
Cdc42 wt GTP – modulators (inhibitors or activators) of GTP binding to human Cdc42 wildtype. GST-Cdc42 beads, Bodipy-GTP binding, flow cytometry; actives lie on both sides. P60953. 0.2% of 190,000 active. percent activity (GTP binding), % at 10 µM;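 active means percent activity GTP binding at least 20 points away from the 100% baseline, either down as inhibitor or up as activator; inconclusive means compound flagged as likely green fluorescent from well-wide comparison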;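 further: median bead fluorescence of bound Bodipy-FL-GTP at 100 nM; 0% = excess unlabeled GTP control and 100% = no compound control; below 100% means less GTP binding so inhibitor and above means activator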
Target sequence (P60953 whole entry, looked up): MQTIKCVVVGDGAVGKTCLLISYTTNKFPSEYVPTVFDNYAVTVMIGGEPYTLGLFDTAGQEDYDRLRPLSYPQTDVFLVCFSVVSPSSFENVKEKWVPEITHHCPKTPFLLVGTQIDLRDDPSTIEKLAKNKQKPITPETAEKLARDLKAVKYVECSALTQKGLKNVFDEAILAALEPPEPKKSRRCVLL
Mcl1 Noxa PPI – Mcl-1/Noxa interaction inhibition; Q07820; TR-FRET Mcl-1/Noxa peptide binding, 2 h; inhibition, % at 21.7 µM; 1.5% of 220,000 active; AID 1022;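 active means compounds that cut the protein-peptide binding signal by more than 50% relative to plate controls in a single-dose test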;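 further: His-tagged Mcl-1 with rhodamine Noxa BH3 peptide and terbium anti-His antibody; 0% = Mcl-1 plus Noxa peptide wells and 100% = peptide-only wells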
Starred values were filed as active, the others as inactive; u = inconclusive; x = not tested or not shown. Compounds as they come. Share with any hit: about 3%.

SMILES	Rab7 wt GTP bind	Pf gametocyte	Rab2A wt mod	Rac1 wt modul	Mcl1-Bid inh	Avidin fluor	HRas wt GTP bind	GSH bead fluor	Rac1 mut GTP	Cdc42 wt GTP	Mcl1 Noxa PPI
O=C(OCC(=O)c1c[nH]c2ccccc12)c1cc(Br)ccc1O	110	-3	105	99	-31	6	101	12	93	97	-1
Cc1ccc(C(=O)/C=C\C(=O)c2ccc(C)cc2)cc1	98	3	99	101	-32	4	101	9	99	96	5
CC1CCCC/C1=N\NS(=O)(=O)c1ccc(Br)cc1 (stereo not given)	101	x	101	107	-36	7	104	5	101	109	-3
COc1ccc(C(=O)N/N=C/c2ccc(OC(=O)c3cccs3)cc2)cc1	100	2	99	103	-14	8	100	12	100	102	5
CC(CCc1ccccc1)NC(=O)c1cc2sccc2n1C (stereo not given)	97	x	105	103	-24	16	106	24	102	109	14
COc1ccc(CNC(=O)COC(=O)/C=C/c2ccco2)cc1	u	x	u	u	-26	19	u	12	u	u	-8
CC1CN(C(=O)c2cc3ccccc3oc2=O)CC(C)O1 (stereo not given)	97	3	103	104	-8	24	99	14	98	100	-7
Cc1nc(NC(=O)COc2ccccc2)sc1C(=O)Nc1ccccc1	102	5	99	106	-28	10	102	12	100	102	-13
CC(=O)c1c(C)[nH]c(-c2ccccc2)c1C	101	-30	98	102	-38	0	99	6	98	98	0
Cc1ccc(N2CC(C(=O)NCc3cccnc3)CC2=O)cc1 (stereo not given)	94	x	98	105	-8	11	99	82	100	101	1
COc1ccc(CNC(=O)C2CCCN2S(=O)(=O)c2ccc(C)cc2)cc1 (stereo not given)	100	x	102	103	-17	14	101	33	99	102	-4
C/C(=N\N=C(/N)SC1CC(=O)N(c2ccc(Cl)cc2)C1=O)c1cccs1 (stereo not given)	96	x	96	102	-22	x	96	17	95	96	10
OCCN1CCN(C(=S)Nc2ccc(Oc3ccccc3)cc2)CC1	101	x	97	100	-101	5	96	11	97	96	2
COc1ccc(CCNS(=O)(=O)c2ccc(C3CNC(=O)C3)cc2)cc1OC (stereo not given)	96	x	102	102	-1	x	100	18	99	98	-6
ClC(Br)=C(n1cnc2ccccc21)n1cnc2ccccc21	96	-21	96	102	-12	7	97	4	98	100	-14
O=C(CSc1nnc(NC(=O)C2CCC2)s1)NC1CC1	92	x	96	96	-17	13	97	24	94	99	18
CN1/C(=N\O)c2cccc3cccc1c23	99	x	99	102	-9	7	100	4	98	101	2
O=C(NCCN1CCOCC1)c1sc2ccccc2c1Cl	102	x	99	99	-2	10	97	15	98	100	3
CCNC(=S)Nc1cc(OCC)c(NC(=O)c2cccs2)cc1OCC	100	x	98	102	-28	7	97	6	98	101	-15
COc1ccc(-c2nnc(Nc3nc4c(OC)cccc4s3)o2)c(OC)c1	106	x	103	99	-74	18	104	23	96	100	-6
CCn1c(SCC(=O)NCc2ccccc2)nc2nc3c(cc2c1=O)CCCC3	107	-22	100	99	-16	10	99	19	95	98	16
O=C(COC(=O)/C=C/c1ccccc1Cl)NCc1ccco1	88	x	90	93	-24	24	90	57	93	92	12
Cn1c(=O)[nH]c(=O)c2c1nc(N1CCCCCC1)n2CCSc1nc2ccccc2o1	102	x	99	100	-20	5	98	18	96	95	0
COc1cc(NC(=O)c2ccco2)c(C(=O)OCC(=O)Nc2ncc(Cl)cc2Cl)cc1OC	95	-33	97	98	-13	11	99	5	98	101	7
N#Cc1ccc(CSc2nnc(-c3ccncc3)o2)cc1	109	1	104	101	-9	10	103	11	98	102	0

Additional structures
SMILES	Rab7 wt GTP bind	Pf gametocyte	Rab2A wt mod	Rac1 wt modul	Mcl1-Bid inh	Avidin fluor	HRas wt GTP bind	GSH bead fluor	Rac1 mut GTP	Cdc42 wt GTP	Mcl1 Noxa PPI
COc1ccc(CC(=O)Nc2ccc(C(=O)Nc3ccccc3C(=O)O)cc2)cc1OC	95	-25	90	89	-16	4	94	7	94	93	22
COC(=O)c1ccc(Cn2nc(C)c([N+](=O)[O-])c2C)o1	105	-11	103	95	-3	10	96	13	94	93	0
CCn1cc(Br)c(C(=O)Nc2ccc(Cl)cc2Cl)n1	98	-35	95	102	-31	13	99	34	96	96	-15
COCc1cc(C)nc(SCC[N+](C)(C)CC(=O)c2ccccc2)c1C#N	99	11	97	108	-12	10	102	19	96	97	5
CC(=O)c1c(C)[nH]c(C(=O)Nc2ccc(C)c(C)c2)c1C	103	x	97	103	-38	9	99	21	100	101	4
COc1ccc(-n2c(C)cc(/C=C3\C(=O)NN(c4ccccc4)C3=O)c2C)cc1	100	x	97	100	-44	9	97	12	97	99	9
N#Cc1ccccc1NC(=O)COC(=O)CCc1ccc(S(=O)(=O)N2CCCCC2)cc1	98	x	98	103	-17	5	99	11	100	103	-9
CCN(CC)CCCNC(=O)c1[nH]c(C)c(C(=O)NC2CCCCC2)c1C	98	x	97	101	-42	7	98	39	98	97	3
COc1ccccc1CC(=O)Nc1ccc2c(c1)C(=O)NC2=O	91	-11	93	94	-16	8	94	14	93	96	-6
CCOC(=O)c1c(C2COc3ccccc3O2)csc1NC(=O)c1ccccc1 (stereo not given)	93	1	92	94	-4	11	95	26	93	97	10
COc1ccc(CNC(=O)CNS(=O)(=O)c2ccc(Cl)cc2)cc1	99	-22	99	98	-28	5	99	7	100	100	0
Cc1c(-c2ccccc2)[nH]n2c(=O)c3c(nc12)CCCC3	96	2	91	92	-18	4	93	8	98	96	20
O=S(=O)(c1ccc(F)cc1)N1CCC(N2CCCC2)CC1	99	x	100	107	35	88*	101	22	100	103	23
Cc1cccc(NC(=O)c2n[nH]c([N+](=O)[O-])c2Br)c1C	95	2	92	96	-6	9	94	26	91	91	12
CC(=O)Oc1ccc(C(c2ccc(OC(C)=O)cc2)c2ccccn2)cc1	95	x	100	104	87*	7	100	22	98	103	32
CCOC(=O)C1C(=O)C=C(c2cccc(NS(C)(=O)=O)c2)CC1c1ccco1 (stereo not given)	96	0	97	101	-18	11	98	19	100	97	18
CN(C)CCN1C(=O)C2C3C=CC(C3)C2C1=O (stereo not given)	102	-12	99	99	-10	14	97	11	95	94	38
C=CCn1c(COc2ccc(CC)cc2)nnc1SCC(=O)N(C)C1CCS(=O)(=O)C1 (stereo not given)	96	x	97	95	-30	25	97	13	95	95	-15
Cc1[nH]c2ccccc2c1C(=O)CSc1nc2ncc(Cl)cc2[nH]1	103	3	101	98	-62	18	100	12	96	98	-36
CCc1ccccc1N/C(=N\S(=O)(=O)c1ccccc1)C(F)(F)F	99	-5	96	96	-15	10	98	11	96	100	23
CN1CCN(S(=O)(=O)c2ccc(Sc3nc4ccccc4[nH]3)c3nsnc23)CC1	102	4	102	106	8	28	100	23	100	105	8
Cc1ccc(NC(=O)CS(=O)CC(=O)Nc2ccc3c(c2)OCO3)cc1Cl (stereo not given)	95	x	94	96	-39	1	95	58	96	92	-14
CC1CCN(S(=O)(=O)c2ccc(NC(=O)Cn3nnc(-c4ccccc4)n3)cc2)CC1	102	19	102	97	15	24	100	9	94	100	-37
Cn1cccc1Cc1nnc(SCC(N)=O)n1-c1ccc(F)cc1	102	x	98	103	-8	6	99	25	100	101	5
CC(C)NC(=O)C1CCCN(S(=O)(=O)c2cccs2)C1 (stereo not given)	97	-15	97	95	-30	11	98	37	93	96	-2

The last 4 records of the section above lead into the next.
SMILES	Rab7 wt GTP bind	Pf gametocyte	Rab2A wt mod	Rac1 wt modul	Mcl1-Bid inh	Avidin fluor	HRas wt GTP bind	GSH bead fluor	Rac1 mut GTP	Cdc42 wt GTP	Mcl1 Noxa PPI
Cc1ccc(NC(=O)CS(=O)CC(=O)Nc2ccc3c(c2)OCO3)cc1Cl (stereo not given)	95	x	94	96	-39	1	95	58	96	92	-14
CC1CCN(S(=O)(=O)c2ccc(NC(=O)Cn3nnc(-c4ccccc4)n3)cc2)CC1	102	19	102	97	15	24	100	9	94	100	-37
Cn1cccc1Cc1nnc(SCC(N)=O)n1-c1ccc(F)cc1	102	x	98	103	-8	6	99	25	100	101	5
CC(C)NC(=O)C1CCCN(S(=O)(=O)c2cccs2)C1 (stereo not given)	97	-15	97	95	-30	11	98	37	93	96	-2
CCOc1ccc(C(=O)c2cnc3ccccc3c2N2CCN(CC)CC2)cc1	105	x	98	96	-6	10	95	16	93	96	2
O=C1CC(N2CCN(c3ccc(O)cc3)CC2)C(=O)N1Cc1cccs1 (stereo not given)	105	-1	104	103	-36	17	105	22	101	108	33
COc1ccc(N2CCN(C(c3ccccc3OC)c3nnnn3Cc3ccco3)CC2)cc1 (stereo not given)	101	21	100	102	-12	5	100	48	99	100	6
Cc1ccsc1-c1nc(CSCC(=O)NCCN2CCCC2)c(C)o1	114	28	111	105	-29	19	110	24	102	108	19
Cc1cccc(N2CCN(S(=O)(=O)c3cccc4nonc34)CC2)c1C	103	13	98	102	-12	9	99	13	97	102	-17
CCOC(=O)c1cnn(CCOC(=O)c2ccc(F)cc2)c1NC(=O)c1ccc(F)cc1	99	22	98	107	0	5	100	9	100	105	16

Of the compounds above, these contain a nitro group on carbon:
SMILES	Rab7 wt GTP bind	Pf gametocyte	Rab2A wt mod	Rac1 wt modul	Mcl1-Bid inh	Avidin fluor	HRas wt GTP bind	GSH bead fluor	Rac1 mut GTP	Cdc42 wt GTP	Mcl1 Noxa PPI
COC(=O)c1ccc(Cn2nc(C)c([N+](=O)[O-])c2C)o1	105	-11	103	95	-3	10	96	13	94	93	0
Cc1cccc(NC(=O)c2n[nH]c([N+](=O)[O-])c2Br)c1C	95	2	92	96	-6	9	94	26	91	91	12
